EBI2 antag: EBI2 (human) antagonism. EBI2 beta-arrestin recruitment, luminescence, 7a,25-OHC stimulated. hit rate 0.81% among 360,000. P32249. inhibition, % at 5 µM. AID 651636; in the data active means inhibition above about 38%;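 further: enzyme fragment complementation signal reports receptor beta-arrestin coupling in cells; 0% = agonist plus DMSO wells and 100% = wells without agonist; some results beyond the cut were filed as inactive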
Target sequence (P32249 whole entry, looked up, the tested form may be a part): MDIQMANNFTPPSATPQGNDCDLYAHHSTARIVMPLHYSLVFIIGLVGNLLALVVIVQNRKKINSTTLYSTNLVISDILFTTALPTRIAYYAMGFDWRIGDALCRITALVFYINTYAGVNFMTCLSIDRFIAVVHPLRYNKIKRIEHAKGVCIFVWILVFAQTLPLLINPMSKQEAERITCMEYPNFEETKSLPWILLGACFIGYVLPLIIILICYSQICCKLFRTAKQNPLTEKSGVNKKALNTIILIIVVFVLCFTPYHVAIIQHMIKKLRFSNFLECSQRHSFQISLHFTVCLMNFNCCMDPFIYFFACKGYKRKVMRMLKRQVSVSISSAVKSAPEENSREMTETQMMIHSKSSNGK
Mdm2-MdmX inh: human Mdm2/MdmX binding inhibition; SaOS-2 split-luciferase Mdm2/MdmX complementation, luminescence; O15151+Q00987; AID 485346; inhibition, % at 8 µM; hit rate 3% among 330,000;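 active means inhibition of at least 50% at 8 µM in the primary screen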
Jurkat NFkB inh: inhibitors of the PMA/ionomycin-induced NF-kB reporter in Jurkat cells | PMA/ionomycin-induced NF-kB luciferase reporter, luminescence | hit rate 0.53% among 330,000 | inhibition, % at 4 µM; in the data active means inhibition above about 50%
CXCR6 block: blocks human CXCR6 beta-arrestin recruitment; inhibition, % at 20 µM; hit rate 0.36% among 360,000; CHO-K1 PathHunter CXCR6 beta-arrestin, luminescence; in the data active means inhibition above about 34%, passing the limit was not always enough;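 further: antagonist mode with CXCL16 agonist at 10 nM final; 0% = 10 nM CXCL16 with DMSO and 100% = unstimulated wells without agonist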
Target sequence (O00574 whole entry, looked up): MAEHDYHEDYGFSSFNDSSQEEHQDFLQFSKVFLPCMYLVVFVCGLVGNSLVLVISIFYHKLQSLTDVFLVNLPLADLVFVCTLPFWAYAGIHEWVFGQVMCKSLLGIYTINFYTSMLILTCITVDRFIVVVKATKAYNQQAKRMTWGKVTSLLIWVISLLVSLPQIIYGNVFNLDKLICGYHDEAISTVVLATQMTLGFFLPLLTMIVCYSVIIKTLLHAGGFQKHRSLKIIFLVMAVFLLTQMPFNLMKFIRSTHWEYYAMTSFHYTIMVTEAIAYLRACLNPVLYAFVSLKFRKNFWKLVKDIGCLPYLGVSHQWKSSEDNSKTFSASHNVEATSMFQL
CCR6 antagonist: antagonists of human CCR6 receptor; CHO-K1 CCR6 PathHunter beta-arrestin, luminescence, CCL20-stimulated; inhibition, % at 20 µM; hit rate 0.49% among 340,000;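 active means compounds whose inhibition of the agonist-driven luminescence signal at 20 µM reaches about 50%, limit read from the data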;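 further: cells stimulated with CCL20 at 14 nM final; plate controls were DMSO with CCL20 for no effect and DMSO without agonist for full effect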
Target sequence (P51684 whole entry, looked up): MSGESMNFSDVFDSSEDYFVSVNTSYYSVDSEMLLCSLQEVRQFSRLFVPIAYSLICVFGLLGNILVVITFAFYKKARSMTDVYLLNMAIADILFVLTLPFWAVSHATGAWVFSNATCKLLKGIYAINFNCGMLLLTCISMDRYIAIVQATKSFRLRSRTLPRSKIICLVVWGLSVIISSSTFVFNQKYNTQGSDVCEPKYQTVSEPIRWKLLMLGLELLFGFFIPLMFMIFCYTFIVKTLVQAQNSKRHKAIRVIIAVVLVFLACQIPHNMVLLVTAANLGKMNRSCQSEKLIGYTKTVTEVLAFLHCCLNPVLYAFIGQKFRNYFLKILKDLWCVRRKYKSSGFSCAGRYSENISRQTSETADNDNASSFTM
Gli-Sufu antag: antagonists of Gli-Sufu signaling; Sufu-KO-LIGHT fibroblasts, Gli luciferase reporter luminescence; inhibition, % at 5 µM; hit rate 0.74% among 340,000; AID 588413;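 active means inhibition above about 55%, limit read from the data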;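 further: 0% = DMSO-treated cells and 100% = wells with medium but no cells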
UPR CHOP act: apoptotic UPR (CHOP) activation; CHO-CHOP luciferase reporter, luminescence; percent of tunicamycin response over DMSO baseline; activation, % at 10 µM; hit rate 0.34% among 330,000;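 active means at 10 µM dose, activation of 40% or more, normalized to positive control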;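 further: 100% = tunicamycin at 10 µg/mL and 0% = DMSO alone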
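Assay system: CHO cells with stable CHOP pathway luciferase reporter; Buffer or medium: F12 plus 10% serum; Times: 16-18 h cell attachment, then 6 h compound exposure, 37 °C; Signal: luciferase luminescence; Read-out basis: percent activation relative to tunicamycin control; Control set: tunicamycin high control, DMSO low control.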
697 NFkB inh: lowers PMA/ionomycin-induced NF-kB signal in 697 B cells. 697 B-cell NF-kB luciferase reporter, 16 h. inhibition, % at 4 µM. hit rate 0.33% among 330,000. AID 435022; in the data active means inhibition above about 35%
UPR XBP1 act: activators of adaptive arm of unfolded protein response (XBP1). CHO-XBP1 luciferase reporter, IRE1-XBP1 UPR activation, luminescence; percent of tunicamycin response, DMSO as zero. activation, % at 20 µM. hit rate 0.33% among 330,000. AID 463104;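 active means versus positive control, 20 µM dose yields 30% or more activation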;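 further: 100% = tunicamycin at 10 µg/mL and 0% = DMSO only wells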
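Assay system: IRE1-XBP1 luciferase reporter CHO line. Input: 1000 cells/well. Buffer or medium: F12 with 10% serum. Doses: 20 µM, 1% DMSO. Times: overnight seeding at 37 °C, 6 h compound treatment at 37 °C. Technique: Steady-Glo luciferase glow luminescence, 10 min after reagent addition.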
* hit, by the source's call; / = no result given.

SMILES	EBI2 antag	Mdm2-MdmX inh	Jurkat NFkB inh	CXCR6 block	CCR6 antagonist	Gli-Sufu antag	UPR CHOP act	697 NFkB inh	UPR XBP1 act
CC1CCCCN1CCCNC(=O)CN1C(=O)CSc2ccc(S(=O)(=O)N3CCOCC3)cc21 (stereo unspecified)	2	-26	8	3	7	-7	1.2	7	-6
CCN(CC)C(=O)C1CCC(CNS(=O)(=O)c2cccc3cccnc23)CC1 (stereo unspecified)	-6	1	14	3	1	10	0.4	12	-4
COn1c(SCC(N)=O)nc2ccccc2c1=O	-1	12	1	0	7	10	-0.8	4	-4
Cc1nn(-c2ccccc2)c(C)c1/C=N/NC(=O)c1ccccc1O	-16	7	3	-5	9	-18	5.0	-8	0
CCOC(=O)N1CCN(Cc2nc3cc(NC(=O)c4ccco4)ccc3n2C)CC1	6	3	-11	-7	5	-4	0.6	-18	-3
Cc1nn(Cc2ccc(C(=O)N3CCOCC3)o2)c(C)c1Br	-19	-5	10	-9	-5	21	-0.2	-7	0
Cc1cc(C(=O)NCCCN2CCOCC2)n(-c2ccccc2)n1	-3	26	-6	8	-11	0	0.4	-13	-3
COc1ccc(N2CCN(C(=S)NCc3ccc(C)cc3)CC2)cc1	-2	30	-3	1	-2	9	-1.2	-2	1
COCC(=O)N(C)c1nnc(-c2cnc(C)cn2)s1	2	-37	-11	-8	3	-27	2.8	-14	0
Cc1ccccc1Nc1scc(-c2ccc(Br)cc2)[n+]1-c1ccccc1C	22	27	14	8	16	3	-1.5	2	-4
COc1cc(Cl)c(C)cc1NC(=O)Cn1c(NCCO)nc2ccccc21	16	19	-10	-21	-5	6	-1.8	15	-2
CCCNC(=O)C(Cc1ccccc1)NC(=O)c1ccccn1 (stereo unspecified)	0	-4	3	-5	-12	-7	2.4	23	1
c1ccc(NCCC2OCC3(CO2)COC(CCNc2ccccc2)OC3)cc1 (stereo unspecified)	17	/	/	-4	2	9	/	/	/
Cc1noc(C)c1S(=O)(=O)N1CCN(C(c2ccccc2)c2ccc(Cl)cc2)CC1 (stereo unspecified)	24	12	-1	4	8	1	-1.1	-4	0
COc1ccc(N(C(=O)CCl)C(C)(C(=O)Nc2c(C)cccc2C)c2ccccn2)cc1 (stereo unspecified)	0	-27	10	4	-2	-11	0.4	-5	-2
CCCCCCCn1c2c(c(=N)c3c1CCC3)CCCC2	14	/	/	2	16	90*	/	/	/
COc1ccc(Cc2nc3c4c(ncn3n2)Oc2c(ccc3ccccc23)C4c2ccc(OC)c(OC)c2)cc1 (stereo unspecified)	14	13	-7	3	8	5	-0.5	-31	-3
Cc1ccccc1OCCC(=O)N(Cc1ccccc1)c1c(N)n(Cc2ccccc2)c(=O)[nH]c1=O	-1	27	3	4	-5	6	2.0	2	-5
Cc1csc2ncc(C(=O)NCc3ccc4c(c3)OCO4)c(=O)n12	/	7	-3	/	12	/	-0.1	19	-1
CCCCNC(=O)c1cc2c(=O)n(CC)c3ccccc3c2s1	1	33	7	-4	2	29	1.8	24	9

Sorted by length of the SMILES (ascending): part of the list above.
SMILES	EBI2 antag	Mdm2-MdmX inh	Jurkat NFkB inh	CXCR6 block	CCR6 antagonist	Gli-Sufu antag	UPR CHOP act	697 NFkB inh	UPR XBP1 act
COCC(=O)N(C)c1nnc(-c2cnc(C)cn2)s1	2	-37	-11	-8	3	-27	2.8	-14	0
Cc1nn(-c2ccccc2)c(C)c1/C=N/NC(=O)c1ccccc1O	-16	7	3	-5	9	-18	5.0	-8	0
COc1cc(Cl)c(C)cc1NC(=O)Cn1c(NCCO)nc2ccccc21	16	19	-10	-21	-5	6	-1.8	15	-2
Cc1ccccc1OCCC(=O)N(Cc1ccccc1)c1c(N)n(Cc2ccccc2)c(=O)[nH]c1=O	-1	27	3	4	-5	6	2.0	2	-5

Next section.
SMILES	EBI2 antag	Mdm2-MdmX inh	Jurkat NFkB inh	CXCR6 block	CCR6 antagonist	Gli-Sufu antag	UPR CHOP act	697 NFkB inh	UPR XBP1 act
Cc1cc(C(=O)O)ccc1-c1ccc(/C=C2\SC(=O)N(CC(=O)Nc3ccc4c(c3)OCO4)C2=O)o1	1	-2	10	13	/	/	0.1	8	0
CCC(=O)Nc1cc2c(cc1C(=O)c1ccccc1)OCCO2	-3	7	0	-6	-2	-1	1.0	6	1
CCC(C)[C@H](NC(=O)NCc1cccs1)C(=O)OC (stereo partly specified)	1	19	4	-6	-4	3	-1.2	21	-4
CCN(Cc1ccccc1)C(=O)Cn1c(=O)n(-c2ccc(OC)cc2OC)c(=O)c2c(C)c(C)sc21	7	-34	-6	7	10	13	-2.2	13	-2
Nc1nc(COC(=O)c2ccc3c(c2)OCCO3)nc(Nc2ccccc2)n1	2	2	3	-3	-1	-9	2.5	2	3
O=C(CSc1ccc(C(F)(F)F)cn1)Nc1ccccc1	-15	-17	-6	4	11	-5	0.0	8	1
COc1ccc(-c2cc(=O)oc3c(C)c(O)c(CN(C)C)cc23)cc1	-7	24	11	-3	4	2	-1.2	1	-2
COc1cccc(C(=O)Nc2cc(=O)n(C)c(=O)n2C)c1	0	20	1	2	-10	-1	-1.3	-3	-4
COc1ccc(CCC(=O)N2CCCc3ccccc32)cc1	-4	-5	-6	0	6	-19	3.5	3	0
CNC(=O)c1c(NC(=O)c2ccco2)sc2c1CCCC2	-3	7	-27	8	12	-9	0.7	-39	3
CC1=CC(C)(C)Nc2ccc(OC(=O)C(C)N3C(=O)c4ccccc4C3=O)cc21 (stereo unspecified)	24	56*	5	14	46	9	21	67*	-4
N#Cc1cc([N+](=O)[O-])cnc1N(CCO)CCO	-4	-16	18	5	0	4	-0.1	17	0
Cc1ccc(C)c(OCCn2c(=O)c3c(ncn3C3CCCC3)n(Cc3ccccc3)c2=O)c1	27	13	-7	11	17	22	1.6	0	1
CCC(=O)Nc1cccc(-c2ccc(N3CCN(C)CC3)nn2)c1	-2	-34	-110	-3	-1	-39	5.1	-58	-1
Cc1ccc(/C=N/NC(=O)c2cccnc2)s1	-4	-4	-13	4	-1	2	2.7	-6	-1
CC(/C=C/c1ccc(N(C)C)cc1)=N\N=C(/N)SC1CC(=O)N(c2ccc(C(=O)O)cc2)C1=O (stereo unspecified)	5	-11	-22	3	11	-16	2.3	-50	-1
Cc1onc(-c2ccccc2Cl)c1C(=O)OCC(=O)Nc1ccc2c(c1)OCO2	4	7	-13	-4	5	8	-1.9	-42	-1
Cc1ccc(S(=O)(=O)N2CCC(C(=O)N[C@H](C(=O)N3CCN(C)CC3)C(C)C)CC2)cc1	1	-3	-7	-4	0	2	0.3	6	0
CC(C)CC(=O)NC1(C(F)(F)F)C(=O)Nc2c1c(=O)n(C)c(=O)n2C (stereo unspecified)	6	19	2	0	-9	-9	-1.3	18	-3
CCSc1sccc1C1C(C#N)=C(N)N(c2cccnc2)C2=C1C(=O)CCC2 (stereo unspecified)	-20	14	3	-6	-8	21	0.0	-8	2
CCc1nnc(NC(=O)C2CC(=O)N(C3CCCC3)C2)s1 (stereo unspecified)	11	7	18	-1	0	-9	6.4	13	-4
S=C(NCCCN1CCOCC1)NCCCN1CCOCC1	-6	20	7	3	5	4	3.1	3	-1
Cc1c(C(=O)NCCSCc2cccc(C(F)(F)F)c2)cnn1-c1ccc(Cl)cc1	15	21	15	6	31	-3	-0.4	5	1
CC(C)(C)NC(=O)CN(Cc1ccccc1)S(=O)(=O)c1ccccc1	8	1	-5	9	5	13	1.5	2	1
CCCc1nc(NCc2ccncc2)c2nnn(Cc3ccccc3F)c2n1	3	-14	-6	3	13	17	-1.6	-23	-1
COC(=O)/C=C/c1sc2nc(C)cc(C)c2c1N=CN(C)C	-2	-14	-17	1	4	-1	0.9	-12	2
Cc1c(CN(C)C)c2c(n1Cc1ccccc1)C(=O)c1ccccc1-2	1	45	-28	14	2	-66	-0.2	-10	2
COc1cccc(C(=O)NOCc2ccccc2)c1OC	-1	24	-52	-5	8	-44	1.2	-62	2
Cc1ccc(-n2c(SCC(N)=O)nnc2-c2ccco2)cc1	2	1	1	6	10	-2	-1.1	17	-1
Cc1cccc(NC(=O)NC(=O)c2ccccc2)n1	-1	-29	-72	-2	-4	-67	4.3	-67	2
Cc1ccc(SCCSc2ncccn2)cc1	-1	-49	-168	-3	16	-91	2.8	-188	-3
CC(C)c1ccc(CNc2nnnn2C)cc1	-4	13	3	-5	6	-15	-1.2	-8	-3
CCc1ccccc1NC(=O)[C@@H]1CCC(=O)N1C1OC(=O)c2c1ccc(OC)c2OC (stereo partly specified)	-4	18	-8	-6	7	0	-1.1	20	-2
COc1cc(C=O)ccc1Oc1ccc(S(=O)(=O)N2CCOCC2)cc1[N+](=O)[O-]	9	9	8	-2	6	-2	-0.8	14	0
Cc1ccccc1CSCC(=O)N1CCN(c2ccccc2)CC1	3	-26	-18	-6	23	-26	3.4	-40	0
COC(=O)Cc1ccc(NC(=S)N2CCN(c3cccc(O)c3)CC2)cc1	-17	23	29	-8	-5	23	1.0	-4	-2
Cc1ccccc1S(=O)(=O)N1[C@@H](c2ccccc2)C(C(=O)O)=CC[C@H]1c1ccc(Cl)cc1	-1	-20	-2	10	3	4	2.9	18	0
CCOC(=O)Cc1csc(NC(=O)c2ccc([N+](=O)[O-])cc2[N+](=O)[O-])n1	-17	-3	-12	1	-7	18	0.9	1	-8
Cc1cc(C)n(CCCNC(=O)C2CCC(=O)N(CCc3ccc(Cl)cc3)C2)n1 (stereo unspecified)	39	1	0	-7	15	-15	0.0	3	-6
Cc1nc(NC(=O)c2cccnc2)ccc1Br	-1	19	-28	9	17	-17	2.4	0	7
COc1ccc(Cn2c(=O)[nH]c3cc(C(=O)NCCCOC(C)C)ccc3c2=O)cc1	-1	6	-4	8	12	9	-0.4	13	-1
Cc1cc(C)cc(NC(=O)C(C)N2C(=O)c3ccccc3C2=O)c1 (stereo unspecified)	-3	16	0	-10	9	-32	-4.3	-13	-6
O=C(NCC1CCCCC1)c1cccc(-c2ccc(O)cc2)c1	0	22	-7	5	37	0	-1.8	-11	-2
c1ccc2c(c1)ncn2CCN1CCCCC1	-5	-5	11	0	-7	0	-1.5	-1	1
C=CCn1cc(/C=C/c2cc[n+](C)cc2)c2ccccc21	1	65*	21	-9	7	66*	1.1	5	-4
CC(=O)NCCC(=O)Nc1cc(S(=O)(=O)N2CCOCC2)ccc1N1CCOCC1	-5	17	6	-4	6	0	-1.6	11	-6
COC(=O)[C@@H](NC(=O)NCc1ccccc1F)C(C)C	-8	20	2	-4	2	0	-1.7	-5	0
CCOC(=O)CCc1c(C)c2ccc(OC(C)C(=O)OCC)c(C)c2oc1=O (stereo unspecified)	6	-9	0	-1	9	8	-0.7	-6	1
Cc1ccc(-c2nnc(Nc3ccc4c(c3)OCO4)c3ccccc23)cc1S(N)(=O)=O	-2	-23	17	-5	2	4	4.2	-5	-1
COc1ccc(NC(=O)CN(C)C(=O)c2cccc(S(=O)(=O)N3CCN(c4ccccc4)CC3)c2)cc1	3	17	-7	-6	18	25	1.8	-16	-3
COc1ccc(/C=N/n2cnnc2)cc1Cn1nc(C)c([N+](=O)[O-])c1C	4	3	8	8	-6	8	1.2	2	-1
O=C(Nc1ccccc1F)C1CCN(S(=O)(=O)c2cccc3nonc23)CC1	-8	-19	5	2	4	-11	0.7	-2	-2
O=C(c1ccco1)N1CCN(C(=O)c2cc3ccccc3oc2=O)CC1	7	11	-3	-7	9	-2	0.7	9	-3

Source: PubChem (Sanford-Burnham Center for Chemical Genomics)
